CHT inh: human CHT choline transport inhibition | Q9GZV3 | CHT-expressing cells, membrane potential dye, choline response; stronger effect = lower value | B-score at 10 µM | 310,000 tested, 0.86% active;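 active = B-score over 3 SD under the library average, and starting fluorescence ratio not unusually high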;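 also: choline stimulus applied at its EC90 after an EC20 pre-addition; B-score computed on integrated fluorescence ratio after choline addition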
Target sequence (Q9GZV3 whole entry, looked up): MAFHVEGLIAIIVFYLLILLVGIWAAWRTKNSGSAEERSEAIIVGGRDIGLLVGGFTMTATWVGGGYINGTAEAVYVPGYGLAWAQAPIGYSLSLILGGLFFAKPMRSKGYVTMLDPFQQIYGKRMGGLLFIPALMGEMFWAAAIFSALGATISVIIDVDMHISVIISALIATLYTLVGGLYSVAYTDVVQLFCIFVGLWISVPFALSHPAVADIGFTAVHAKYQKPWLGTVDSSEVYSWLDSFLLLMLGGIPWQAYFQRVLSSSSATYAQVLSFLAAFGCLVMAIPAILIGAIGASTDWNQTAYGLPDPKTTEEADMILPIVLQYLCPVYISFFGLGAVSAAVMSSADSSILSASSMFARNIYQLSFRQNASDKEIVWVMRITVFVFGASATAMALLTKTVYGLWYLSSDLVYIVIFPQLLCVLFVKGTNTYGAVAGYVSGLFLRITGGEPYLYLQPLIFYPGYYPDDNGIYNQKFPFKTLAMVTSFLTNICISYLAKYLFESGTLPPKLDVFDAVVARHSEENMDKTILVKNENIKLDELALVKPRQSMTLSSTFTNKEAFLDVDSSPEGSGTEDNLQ
STK33 kinase inh: inhibitors of human STK33 kinase. purified STK33, MBP phosphorylation, ADP-Glo luminescence. Q9BYT3. 320,000 tested, 0.073% active. inhibition, % at 10 µM;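 active = inhibition at or above 25%, using the most active replicate where run in duplicate; inactive = inhibition below 25%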
Target sequence (Q9BYT3 whole entry, looked up): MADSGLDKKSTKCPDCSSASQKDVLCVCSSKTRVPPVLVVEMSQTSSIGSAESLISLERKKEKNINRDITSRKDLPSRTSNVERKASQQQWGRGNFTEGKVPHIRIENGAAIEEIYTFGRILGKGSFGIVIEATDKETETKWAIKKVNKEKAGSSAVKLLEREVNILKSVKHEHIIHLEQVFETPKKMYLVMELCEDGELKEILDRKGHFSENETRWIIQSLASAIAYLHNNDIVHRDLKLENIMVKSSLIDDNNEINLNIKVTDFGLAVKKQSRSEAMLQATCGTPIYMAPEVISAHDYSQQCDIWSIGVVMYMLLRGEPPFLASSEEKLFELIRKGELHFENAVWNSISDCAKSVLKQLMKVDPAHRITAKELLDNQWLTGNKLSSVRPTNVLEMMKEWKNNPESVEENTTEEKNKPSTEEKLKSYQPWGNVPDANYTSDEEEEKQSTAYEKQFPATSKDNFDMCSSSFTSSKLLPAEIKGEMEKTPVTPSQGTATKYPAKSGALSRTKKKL
CHT PAM: allosteric activators of human choline transporter CHT; CHT-expressing cells, membrane potential dye, choline EC20; stronger effect = higher value; LV-AA mutant CHT in HEK293 cells; Q9GZV3; AID 488977; B-score at 10 µM; 310,000 tested, 0.49% active;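 active = initial fluorescence not abnormally high and integrated response B-score, plate-corrected, over 3 SD above library mean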
The depositor's hits bear a star. Not a hit list. About 1.5% of those tested had a hit in this group.

What do the screens show for `C[C@H](NC(=O)c1nc[nH]c1C(=O)N[C@@H](CCCCN)C(=O)OC(C)(C)C)C(=O)OC(C)(C)C`?
CHT inh: inactive; STK33 kinase inh: -1.0; CHT PAM: inactive

Results for CCCN(CCC)C(=O)c1c(C)[nH]c(C(=O)OCC)c1C ?
CHT inh: inactive; STK33 kinase inh: -1.0; CHT PAM: inactive

How did CCOc1ccc(OCc2ccc(C(=O)N/N=C(\C)c3ccccn3)cc2)cc1 do in these assays?
CHT inh: inactive; STK33 kinase inh: -1.2; CHT PAM: inactive

What do the screens show for `Cc1ccc(NC(=O)[C@@H]2CCCN2C(=O)[C@@H]2Cc3ccccc3CN2)c(C)c1`?
CHT inh: inactive; STK33 kinase inh: 0.9; CHT PAM: inactive

What do the screens show for `Cc1ccc2oc(-c3cccc(NC(=O)C4CCCO4)c3)nc2c1` (stereo not drawn)?
CHT inh: inactive; STK33 kinase inh: -0.3; CHT PAM: inactive

What do the screens show for `C/C(=C(\C#N)C(=O)NC1CCCCC1)N(C)C`?
CHT inh: inactive; STK33 kinase inh: -1.7; CHT PAM: inactive

Results for CC1(C)OC(=O)C(=CNNc2c(Cl)cc(Cl)cc2Cl)C(=O)O1 ?
CHT inh: inactive; STK33 kinase inh: -5.9; CHT PAM: inactive

What do the screens show for `Cc1nc(SCc2ccc(Br)cc2)[nH]c(=O)c1C`?
CHT inh: inactive; STK33 kinase inh: -0.4; CHT PAM: inactive

What do the screens show for `Clc1nnc2ccc(-c3ccccc3)nn12`?
CHT inh: inactive; STK33 kinase inh: -1.4; CHT PAM: inactive

Results for O=C(OCCN1C(=O)c2cccc3c(N4CCOCC4)ccc(c23)C1=O)c1ccc(Cl)cc1 ?
CHT inh: inactive; STK33 kinase inh: -1.3; CHT PAM: inactive

How did CCOC(=O)C1=C(COC(=O)c2cccnc2Cl)NC(=O)NC1C (stereo not drawn) do in these assays?
CHT inh: inactive; STK33 kinase inh: 0.4; CHT PAM: inactive

Results for Cc1ccn2c(=O)c(C(=O)NC3CCCCC3C)c(O)nc2c1 (stereo not drawn) ?
CHT inh: inactive; STK33 kinase inh: -0.9; CHT PAM: inactive

What do the screens show for `NC(=O)c1cc([N+](=O)[O-])ccc1N1CCCCC1`?
CHT inh: inactive; STK33 kinase inh: -1.6; CHT PAM: inactive

How did Cc1ccsc1/C=N/NS(=O)(=O)c1ccc([N+](=O)[O-])cc1 do in these assays?
CHT inh: inactive; STK33 kinase inh: 1.8; CHT PAM: inactive

How did CCCCC(=O)Nc1ccc(S(=O)(=O)Nc2nccc(C)n2)cc1 do in these assays?
CHT inh: inactive; STK33 kinase inh: -0.4; CHT PAM: inactive

How did CC1CCCCN1C(=O)COC(=O)C1CCN(S(=O)(=O)c2ccc(Cl)c(C(F)(F)F)c2)CC1 (stereo not drawn) do in these assays?
CHT inh: inactive; STK33 kinase inh: 0.1; CHT PAM: inactive

What do the screens show for `CCCCC(=O)NC(c1cccc([N+](=O)[O-])c1)c1c(OC(C)=O)ccc2ccccc12` (stereo not drawn)?
CHT inh: inactive; STK33 kinase inh: -1.0; CHT PAM: inactive

What do the screens show for `CC(=O)c1c(C)oc2ccc(N(C(C)=O)S(=O)(=O)c3cccc([N+](=O)[O-])c3)cc12`?
CHT inh: inactive; STK33 kinase inh: -0.8; CHT PAM: inactive

How did CCCOc1ccc(/C=N/NC(=O)c2ccc(Cn3cc([N+](=O)[O-])cn3)o2)cc1 do in these assays?
CHT inh: inactive; STK33 kinase inh: -0.2; CHT PAM: inactive

How did Cc1ccc2[nH]c(=O)c(CN(CCO)C(=O)NCc3ccccc3)cc2c1 do in these assays?
CHT inh: inactive; STK33 kinase inh: -1.7; CHT PAM: inactive

How did CCc1nc(SCc2ccccn2)c2c(=O)n(C)c(=O)n(C)c2n1 do in these assays?
CHT inh: inactive; STK33 kinase inh: -0.5; CHT PAM: inactive

How did CCCCCOc1ccc(CSC2=NCCN2)cc1[N+](=O)[O-] do in these assays?
CHT inh: inactive; STK33 kinase inh: -1.2; CHT PAM: inactive

How did O=C(CC1NC(=O)NC1=O)Nc1cccc2ccccc12 (stereo not drawn) do in these assays?
CHT inh: inactive; STK33 kinase inh: -0.4; CHT PAM: inactive

How did Cc1[nH]c(=O)c(C#N)cc1-c1ccccc1 do in these assays?
CHT inh: inactive; STK33 kinase inh: 2.1; CHT PAM: inactive

How did Cc1ccc(S(=O)(=O)Nc2ccccc2C(=O)N2CCCCC2)cc1 do in these assays?
CHT inh: inactive; STK33 kinase inh: -0.8; CHT PAM: inactive

Results for NC(=O)COC(=O)c1c2c(nc3ccccc13)CCCCC2 ?
CHT inh: inactive; STK33 kinase inh: 1.2; CHT PAM: inactive

Results for Cc1cccc(OCCCn2c(CO)nc3ccccc32)c1 ?
CHT inh: inactive; STK33 kinase inh: 2.4; CHT PAM: inactive

Results for COc1ccc([N+](=O)[O-])cc1NC(=O)c1ccc(-n2nc(C)cc2C)cc1 ?
CHT inh: inactive; STK33 kinase inh: -1.2; CHT PAM: inactive

How did COC(=O)CCCC(=O)Nc1ccc(Br)cc1 do in these assays?
CHT inh: inactive; STK33 kinase inh: -1.3; CHT PAM: inactive

How did CC(C)OCC1CC(CC(=O)Nc2ccc([N+](=O)[O-])cc2)C(=O)O1 (stereo not drawn) do in these assays?
CHT inh: inactive; STK33 kinase inh: 0.4; CHT PAM: inactive

How did CC(C)=C1SC(N2CCN(c3ccc(C)cc3)CC2)=NC1=O do in these assays?
CHT inh: inactive; STK33 kinase inh: -0.3; CHT PAM: inactive

What do the screens show for `O=C(O)Cn1c(CCS(=O)(=O)c2ccc(Br)cc2)nc2ccccc21`?
CHT inh: inactive; STK33 kinase inh: -0.4; CHT PAM: inactive

Results for CCOC(=O)C1CCN(C(=O)Cc2c(F)cccc2Cl)CC1 ?
CHT inh: inactive; STK33 kinase inh: -0.6; CHT PAM: inactive

How did Cc1cc(C(F)F)n2ncc(C(=O)NCc3ccc(F)cc3)c2n1 do in these assays?
CHT inh: inactive; STK33 kinase inh: 2.6; CHT PAM: inactive

How did COc1ccc(CC(=O)N(Cc2ccccc2)c2ccc(C)cc2)cc1OC do in these assays?
CHT inh: inactive; STK33 kinase inh: -1.8; CHT PAM: inactive

How did Cc1ccc2[nH]c(=O)cc(C(=O)OC(C)C)c2c1 do in these assays?
CHT inh: inactive; STK33 kinase inh: 2.1; CHT PAM: inactive

What do the screens show for `C=CCN(Cc1nc(-c2cc(OC)ccc2OC)oc1C)C1CCS(=O)(=O)C1` (stereo not drawn)?
CHT inh: inactive; STK33 kinase inh: 0.1; CHT PAM: inactive

Results for O=C(CSc1nc2ccsc2c(=O)n1Cc1ccc(C(=O)O)cc1)NCc1ccco1 ?
CHT inh: inactive; STK33 kinase inh: -1.2; CHT PAM: inactive

How did O=C(CCCn1cc([N+](=O)[O-])cn1)Nc1ccc2c(c1)OCO2 do in these assays?
CHT inh: inactive; STK33 kinase inh: 0.2; CHT PAM: inactive

Results for Clc1cccc(NCc2nnc(SCc3ccccc3Cl)o2)c1 ?
CHT inh: inactive; STK33 kinase inh: 1.0; CHT PAM: inactive

How did O=C(N/N=C/c1cn(-c2ccccc2)nc1-c1cc2ccccc2o1)c1ccncc1 do in these assays?
CHT inh: inactive; STK33 kinase inh: -0.1; CHT PAM: inactive

Results for CC(C)NC(=O)c1ccc2c(c1)S(=O)(=O)c1ccccc1C2=O ?
CHT inh: inactive; STK33 kinase inh: -1.7; CHT PAM: inactive

Results for O=C(C1COc2ccccc2O1)N1CCN(S(=O)(=O)c2ccccc2)CC1 (stereo not drawn) ?
CHT inh: inactive; STK33 kinase inh: -74; CHT PAM: inactive

Results for COc1cccc(OC)c1OCCOc1ccc(C(=O)c2ccccc2)cc1 ?
CHT inh: inactive; STK33 kinase inh: -2.5; CHT PAM: inactive

What do the screens show for `COc1ccc2c(c1OC)C(=O)N1N=C(c3ccc(-c4ccccc4)cc3)CC21` (stereo not drawn)?
CHT inh: inactive; STK33 kinase inh: 0.4; CHT PAM: inactive

Results for O=C(O)CC(NC(=O)C(c1ccccc1)c1ccccc1)c1ccco1 (stereo not drawn) ?
CHT inh: inactive; STK33 kinase inh: -0.6; CHT PAM: inactive

How did CC(C)NS(=O)(=O)c1ccc(Br)c(C(=O)OC(C)C(=O)NC2CCCCC2C)c1 (stereo not drawn) do in these assays?
CHT inh: inactive; STK33 kinase inh: -0.8; CHT PAM: inactive

What do the screens show for `O=C(NCc1ccccc1)C(c1ccc(F)cc1)N(Cc1ccc2c(c1)OCO2)C(=O)Cn1nnc(-c2cccs2)n1` (stereo not drawn)?
CHT inh: inactive; STK33 kinase inh: 0.8; CHT PAM: inactive

How did CC(=O)Oc1ccc2c(c1)C(=O)c1ccccc1C2=O do in these assays?
CHT inh: inactive; STK33 kinase inh: 2.4; CHT PAM: inactive

Results for CCc1cccc(NC(=O)CN(C)S(=O)(=O)c2cnc[nH]2)c1 ?
CHT inh: inactive; STK33 kinase inh: -1.0; CHT PAM: inactive

Results for CCn1c(CC(=O)Nc2ccc(Cl)c(Cl)c2)nnc1SCc1ccc(C)cc1 ?
CHT inh: inactive; STK33 kinase inh: -1.0; CHT PAM: inactive

How did Oc1c(C(c2cccs2)N2CCC3(CC2)OCCO3)sc2ncnn12 (stereo not drawn) do in these assays?
CHT inh: inactive; STK33 kinase inh: -0.5; CHT PAM: inactive

What do the screens show for `CC(C)NCC(=O)NC12CC3CC(CC(C3)C1)C2`?
CHT inh: inactive; STK33 kinase inh: -0.1; CHT PAM: inactive

Results for Cc1cc(N2CCCCC2)nc2ccc(NC(=O)c3ccc(Br)o3)cc12 ?
CHT inh: inactive; STK33 kinase inh: 3.7; CHT PAM: inactive

Results for Cc1nn(-c2ccccc2)c(N)c1N=Nc1ccc2ccccc2c1 ?
CHT inh: inactive; STK33 kinase inh: -0.4; CHT PAM: inactive

How did CC(Oc1ccccc1Cl)C(=O)Nc1ccccc1C(=O)N1CCOCC1 (stereo not drawn) do in these assays?
CHT inh: inactive; STK33 kinase inh: -2.5; CHT PAM: inactive

Results for O=C(C1=NOC(CNc2ncc(C(F)(F)F)cc2Cl)C1)N1CCOCC1 (stereo not drawn) ?
CHT inh: inactive; STK33 kinase inh: 0.4; CHT PAM: inactive

Results for Cc1nn(CCC#N)c2nc(C(F)(F)F)[nH]c(=O)c12 ?
CHT inh: inactive; STK33 kinase inh: -0.2; CHT PAM: inactive

What do the screens show for `COc1cccc(-c2csc(/C(C#N)=C/Nc3cc4oc5ccccc5c4cc3OC)n2)c1`?
CHT inh: inactive; STK33 kinase inh: 0.5; CHT PAM: inactive

What do the screens show for `C=CCC(CC=C)(NC(=O)c1ccccc1C(=O)O)c1ccccc1`?
CHT inh: inactive; STK33 kinase inh: -0.9; CHT PAM: inactive

For convenience, 5 of the compounds above:
What do the screens show for `C[C@H](NC(=O)c1nc[nH]c1C(=O)N[C@@H](CCCCN)C(=O)OC(C)(C)C)C(=O)OC(C)(C)C`?
CHT inh: inactive; STK33 kinase inh: -1.0; CHT PAM: inactive

Results for CCCN(CCC)C(=O)c1c(C)[nH]c(C(=O)OCC)c1C ?
CHT inh: inactive; STK33 kinase inh: -1.0; CHT PAM: inactive

How did CCOc1ccc(OCc2ccc(C(=O)N/N=C(\C)c3ccccn3)cc2)cc1 do in these assays?
CHT inh: inactive; STK33 kinase inh: -1.2; CHT PAM: inactive

What do the screens show for `Cc1ccc(NC(=O)[C@@H]2CCCN2C(=O)[C@@H]2Cc3ccccc3CN2)c(C)c1`?
CHT inh: inactive; STK33 kinase inh: 0.9; CHT PAM: inactive

What do the screens show for `Cc1ccc2oc(-c3cccc(NC(=O)C4CCCO4)c3)nc2c1` (stereo not drawn)?
CHT inh: inactive; STK33 kinase inh: -0.3; CHT PAM: inactive

(further entries)
How did Cc1nnc(-c2ccc(Oc3ccc(Br)cc3)c([N+](=O)[O-])c2)o1 do in these assays?
CHT inh: inactive; STK33 kinase inh: 1.3; CHT PAM: inactive

What do the screens show for `COc1cccc(CN2C(=O)C3CCCN3c3ccc(S(=O)(=O)N4CCOCC4)cc32)c1` (stereo not drawn)?
CHT inh: inactive; STK33 kinase inh: -0.8; CHT PAM: inactive

Results for CCN1CCN(c2oc(COc3ccc(Cl)cc3)nc2C#N)CC1 ?
CHT inh: inactive; STK33 kinase inh: -0.1; CHT PAM: inactive

Results for CC(=O)c1cc(-c2ccccc2)[nH]c1N1CCCC1 ?
CHT inh: inactive; STK33 kinase inh: -1.3; CHT PAM: inactive

Results for c1ccc(-n2cccc2)c(N2CCCCC2)c1 ?
CHT inh: inactive; STK33 kinase inh: -0.5; CHT PAM: inactive

How did CCOc1ccc(C(C)NC(=O)c2cccc(F)c2)cc1 (stereo not drawn) do in these assays?
CHT inh: inactive; STK33 kinase inh: -0.3; CHT PAM: inactive

How did Cc1csc(NC(=O)CCCC(=O)c2ccccc2)n1 do in these assays?
CHT inh: inactive; STK33 kinase inh: -1.8; CHT PAM: inactive

How did O=C(COC(=O)CNS(=O)(=O)c1ccc(F)c(F)c1F)Nc1ccc(OC(F)F)cc1 do in these assays?
CHT inh: inactive; STK33 kinase inh: -0.7; CHT PAM: inactive

What do the screens show for `O=C(NCCS(=O)(=O)N1CCN(c2ccccc2)CC1)C1CCCC1`?
CHT inh: inactive; STK33 kinase inh: -1.1; CHT PAM: inactive

Results for CCC(=O)N1CCc2cc(Br)cc(S(=O)(=O)CCC(=O)N(CC)CC)c21 ?
CHT inh: inactive; STK33 kinase inh: -3.7; CHT PAM: inactive

What do the screens show for `N/C(=N\OC(=O)c1cccc(Cl)c1)c1cccnc1`?
CHT inh: inactive; STK33 kinase inh: -1.1; CHT PAM: inactive

How did COc1ccc(C(CNC(=O)c2cc3ccccc3cc2OC)N2CCCC2)cc1 (stereo not drawn) do in these assays?
CHT inh: inactive; STK33 kinase inh: 1.0; CHT PAM: inactive
